M. tuberculosis GlmU – inhibition of mycobacterial GlmU enzyme – biochemical, glucosamine-1-phosphate acetyltransferase (AID 1376); M. tuberculosis GlmU acetyltransferase enzyme assay; higher % means a stronger effect; inhibition, %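 (tested at 30 µM in the primary screen)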, or IC50 in µM where a hit was titrated; actives 0.25% (n = 220,000); in the data active means inhibition above about 13%;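 further: 0% = complete reaction with vehicle and 100% = reaction without substrate; strong numbers were not always called active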
RmlCD inh 1536 – M. tuberculosis RmlC/RmlD inhibition | P9WH09+P9WH11 | RmlC+RmlD coupled enzyme assay, percent inhibition; primary screen in compound mixtures | inhibition, % at 3.6 µM | actives 0.03% (n = 160,000) | AID 1533; in the data active means inhibition mostly above about 34%, no sharp cut-off; further: some results filed as inactive read as strong as hits
Target sequence (P9WH09 whole entry, looked up): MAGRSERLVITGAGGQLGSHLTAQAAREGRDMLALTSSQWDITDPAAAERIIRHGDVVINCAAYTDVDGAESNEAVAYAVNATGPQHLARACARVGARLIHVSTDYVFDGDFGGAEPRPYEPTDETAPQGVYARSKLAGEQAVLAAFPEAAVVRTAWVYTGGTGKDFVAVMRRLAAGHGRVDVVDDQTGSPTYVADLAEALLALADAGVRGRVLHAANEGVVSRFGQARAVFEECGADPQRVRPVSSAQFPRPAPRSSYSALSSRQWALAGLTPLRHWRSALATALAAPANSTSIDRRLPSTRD
Target sequence (P9WH11 whole entry, looked up): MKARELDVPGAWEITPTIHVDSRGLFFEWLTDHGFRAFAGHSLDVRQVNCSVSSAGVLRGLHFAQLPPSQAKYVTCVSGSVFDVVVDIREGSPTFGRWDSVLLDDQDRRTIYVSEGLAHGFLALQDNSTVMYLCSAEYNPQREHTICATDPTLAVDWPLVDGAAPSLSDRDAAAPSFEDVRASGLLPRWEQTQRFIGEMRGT
* hit, by the source's call; . = not tested or not shown. Some of the compounds tested. The share of hits here may be higher or lower than overall.

SMILES	M. tuberculosis GlmU	RmlCD inh 1536
COCCNc1nc(C)cc(-c2cc(C(=O)NC3CCCC3)on2)n1	-2.5%	.
c1ccc2c(c1)CCN(C1=Nc3cccc4cccc1c34)C2	-5.9%	-13.0
Cc1cc(C(=O)NC2CCCCC2)on1	5.0%	28.7
S=c1[nH]c2ccccc2n2cccc12	7.6%	-7.5
COCCN(C(=S)Nc1ccc(C)cc1)C(C)c1ccco1 (centres undefined)	-0.7%	1.3
Cc1ccc2c(C(=O)CSc3ccccc3)c(C)[nH]c2c1	0.9%	-0.8
COc1ccc(N(C(=O)c2ccco2)S(=O)(=O)c2cc(Cl)c(Cl)cc2Cl)cc1	8.0%	.
Cc1nc2ccccc2c(=O)n1NC(=O)c1ccccc1[N+](=O)[O-]	4.8%	19.8
COc1ccc(CN2CC(C(=O)NCCCN3CCOCC3)CC2=O)cc1 (centres undefined)	-0.7%	7.5
O=C(Nc1cccc(S(=O)(=O)N2CCOCC2)c1)c1cn(-c2ccccc2)nc1-c1ccccc1	-5.3%	7.7
CC(=O)c1cccc(CN2CCN(CC(C)C)C(CCO)C2)c1 (centres undefined)	3.3%	.
COc1ccc(C(=O)NC(C)(C)C)cc1S(=O)(=O)N1CCCC1	8.0%	6.5
CCNc1nc(NC(C)C)nc(N(C#N)Cc2ccccc2)n1	0.3%	10.6
COc1ccc(CN2CCc3cc(OC)c(OC)cc3C2)cc1O	2.4%	-5.0
Cc1ccc(C)c(S(=O)(=O)N2CCN(CC(=O)Nc3ccc4c(c3)OCCO4)CC2)c1	2.3%	.
NC(=O)CC(NC(=O)c1ccc(Br)cc1)c1ccc(NCc2ccc(F)cc2)c([N+](=O)[O-])c1 (centres undefined)	2.6%	.
COC1=CCC2([N+](=O)[O-])CN(C)CC1([N+](=O)[O-])C2 (centres undefined)	0.6%	5.6
CCOc1ccc2nc(NC(=O)Cc3cccs3)sc2c1	0.8%	-11.1
Cc1ccc(NC(=O)CSc2nnc(C3CCCCC3)n2N)cc1F	1.6%	.
Cc1ccc(N(CC(O)CON=C2c3ccccc3-c3ccccc32)S(C)(=O)=O)cc1 (centres undefined)	0.4%	9.7
CCOC(=O)C1=C(C)N(CCCCCC(=O)O)C(=O)NC1c1ccccc1Cl (centres undefined)	-0.9%	.
c1csc(CNCc2ccncc2)c1	-0.8%	-8.8
O=C1C2C(C(=O)N1/N=C/c1ccc(N3CCCCC3)o1)C1C=CC2C12CC2 (centres undefined)	-6.1%	11.0
CCC(C)NS(=O)(=O)c1ccc(NC(C)=O)cc1 (centres undefined)	-2.0%	.
CCCCC(=O)C1CCN(Cc2ccccc2)CC1	-1.9%	.
Cc1onc(-c2c(F)cccc2Cl)c1C(=O)N1CCSCC1	2.6%	-4.9
C=CCn1c(COc2ccc(F)cc2)nnc1SCC(=O)Nc1cccc(S(N)(=O)=O)c1	0.9%	2.2
COCCNC(=O)/C(C#N)=c1\s/c(=C\c2ccccc2OC(F)F)c(=O)n1Cc1ccccc1	4.3%	.
COc1ccc(-c2c(C)nn(Cc3ccccc3)c2N)cc1	-1.9%	-3.4
Cc1ccc(C(=O)OC(C)CN2CCOCC2)cc1 (centres undefined)	-0.1%	1.3
COc1cc(C=O)ccc1OCCCOc1ccccc1C(=O)O	1.9%	.
CCC(=O)Nc1c(C)c(CC)nc2ccccc12	-2.9%	-5.9
COc1ccccc1CNc1ccc2nnc(CCNC(=O)c3ccc(C)cc3)n2n1	7.4%	.
CC(C)NC(=O)CN(C(=O)CCC(=O)Nc1ccccn1)c1ccc(F)c(Cl)c1	1.4%	.
O=C(Nc1nc(-c2ccccn2)cs1)c1ccc(Br)s1	2.0%	-5.3
O=C(NCCCn1ccnc1)C(=O)Nc1ccccc1	-2.8%	7.4
OCCC1CN(Cc2cccn2-c2ccccn2)CCN1C1CCCC1 (centres undefined)	1.1%	.
CCn1c(N)c(C(=O)NCc2ccc3c(c2)OCO3)sc1=S	-4.6%	-12.3
C=CCn1c(SCC(=O)Nc2nc3ccccc3s2)nnc1-c1ccccc1O	-6.9%	40.5
CC(C)(C)c1ccc(OCCCNC2CCCC2)cc1	-7.9%	-32.8
Fc1ccc(Br)cc1/C=N/n1cnnc1	3.4%	11.9
Nc1nc(SCc2ccccc2Cl)ns1	-0.9%	.
CC(C)N1C/C(=C/c2cccnc2)C(=O)/C(=C/c2cccnc2)C1	0.4%	2.0
c1ccc(Cn2nc(-c3ccccc3)nc2-c2ccccc2)cc1	-1.0%	-8.8
O=C(CNC(=O)c1ccccc1F)NC1CC1	0.3%	.
Cc1cc(OCCCCn2ccnc2)cc(C)c1Cl	-9.2%	5.5
O=C(Nc1nc2ccccc2n1CCN1CCOCC1)c1ccc(COc2ccccc2Br)o1	-6.0%	-3.4
O=C(/C=C/c1ccc(Br)o1)Nc1nnc(C2CC2)s1	-3.7%	-13.8
CC1CCN(C(=O)c2cc3nc(-c4ccccc4)cc(-c4ccccc4)n3n2)CC1	0.6%	9.7
CCNC(=O)CSc1nnc(-c2ccccc2)n1-c1ccc(OCC)cc1	-4.9%	-0.2
Cc1cc(NC(=O)COC(=O)[C@@H](NS(=O)(=O)c2ccccc2)C(C)C)no1	-4.8%	-38.2
CCC1(c2ccc(F)cc2)NC(=O)N(CC(=O)Nc2ccc(S(N)(=O)=O)cc2)C1=O (centres undefined)	5.6%	-3.3
COc1cccc(C2CC(c3cccc(C)c3)n3ncnc3N2)c1 (centres undefined)	-0.9%	.
O=C(Nc1ccccc1)OCCNC(=O)c1cccc(Cl)c1	-0.9%	2.2
Cc1ccc(C(=O)N/C(=C\c2ccc(C)o2)C(=O)O)cc1	3.8%	1.0
CCOc1cc(/C=N/NC(=O)CN2CCCCC2)ccc1OCc1cccc(Cl)c1	-8.0%	5.8
COc1ccc(/C=C2/SC(=O)N(CCC(=O)Nc3ccc(C)cc3)C2=O)cc1OC	0.0%	15.9
CN(C)S(=O)(=O)c1cccc(NC(=S)Nc2ccc(Cl)cc2Cl)c1	-2.5%	.
CCC(C)(C)n1nnnc1CN1CCc2ccccc21	2.6%	.
COc1ccccc1/C=C/C(=O)NC(=S)Nc1ccc(S(=O)(=O)N(C)c2ccccc2)cc1	3.3%	18.6

16 entries out of the list, sorted by SMILES length, rising.
SMILES	M. tuberculosis GlmU	RmlCD inh 1536
Nc1nc(SCc2ccccc2Cl)ns1	-0.9%	.
O=C(CNC(=O)c1ccccc1F)NC1CC1	0.3%	.
Cc1cc(OCCCCn2ccnc2)cc(C)c1Cl	-9.2%	5.5
CCC(C)(C)n1nnnc1CN1CCc2ccccc21	2.6%	.
O=C(Nc1ccccc1)OCCNC(=O)c1cccc(Cl)c1	-0.9%	2.2
O=C(/C=C/c1ccc(Br)o1)Nc1nnc(C2CC2)s1	-3.7%	-13.8
COc1cccc(C2CC(c3cccc(C)c3)n3ncnc3N2)c1 (centres undefined)	-0.9%	.
Cc1ccc(C(=O)N/C(=C\c2ccc(C)o2)C(=O)O)cc1	3.8%	1.0
CCNC(=O)CSc1nnc(-c2ccccc2)n1-c1ccc(OCC)cc1	-4.9%	-0.2
CC(C)N1C/C(=C/c2cccnc2)C(=O)/C(=C/c2cccnc2)C1	0.4%	2.0
CCOc1cc(/C=N/NC(=O)CN2CCCCC2)ccc1OCc1cccc(Cl)c1	-8.0%	5.8
O=C(Nc1nc2ccccc2n1CCN1CCOCC1)c1ccc(COc2ccccc2Br)o1	-6.0%	-3.4
CC1CCN(C(=O)c2cc3nc(-c4ccccc4)cc(-c4ccccc4)n3n2)CC1	0.6%	9.7
Cc1cc(NC(=O)COC(=O)[C@@H](NS(=O)(=O)c2ccccc2)C(C)C)no1	-4.8%	-38.2
CCC1(c2ccc(F)cc2)NC(=O)N(CC(=O)Nc2ccc(S(N)(=O)=O)cc2)C1=O (centres undefined)	5.6%	-3.3
COc1ccccc1/C=C/C(=O)NC(=S)Nc1ccc(S(=O)(=O)N(C)c2ccccc2)cc1	3.3%	18.6

(cont.)
SMILES	M. tuberculosis GlmU	RmlCD inh 1536
COc1ccc(O)c(/C=N/Nc2nc3ccccc3[nH]2)c1	1.1%	-2.0
Nc1nc(CN2CCOCC2)cs1	-2.8%	3.6
NC(=O)C1CCN(CC(=O)Nc2ccccc2Sc2ccc(Cl)cc2)CC1	-3.9%	-1.2
CCN(CC)CCOC(=O)c1ccc(NC(=O)COc2cc(=O)n(CC)c3ccccc23)cc1	-0.1%	4.2
CC(CCc1ccccc1)NCC(O)c1ccc(O)c(C(N)=O)c1 (centres undefined)	3.3%	.
CCCCSCCCNC(=S)Nc1ccccc1C	-8.1%	-0.2
CCc1c(C)c(C#N)c2nc3ccccc3n2c1N(C)C	-2.5%	2.7
CCOC(=O)c1c(NC(=O)CN2C(=O)NC3(CCCCC3C)C2=O)sc(C)c1C (centres undefined)	-2.0%	9.8
COc1cc2c(cc1OC)CN(CC(=O)NC(=O)NCc1ccccc1)CC2	-3.2%	-16.4
CCC(C(=O)NCc1ccco1)N(C(=O)CNS(=O)(=O)c1ccc(C)cc1)c1ccccc1OC (centres undefined)	0.8%	.
O=C(O)c1ccccc1S(=O)(=O)NCC(O)COC1CCCCC1 (centres undefined)	-0.8%	2.2
COc1cccc(C2=CC(c3cccc(OC)c3OC)n3nnnc3N2)c1 (centres undefined)	1.6%	10.2
CC(=O)Nc1ccccc1C(=O)C(=O)Nc1cccc(C(=O)NCc2ccccc2)c1	-0.9%	-8.8
COC(=O)N(C)CCCC1(C)C(=O)N(C)c2ccc(O)cc21 (centres undefined)	-1.0%	-3.9
CC(=O)N1CCc2cc(S(=O)(=O)NCCC(=O)Nc3cc(C)cc(C)c3)ccc21	-2.2%	.
CCN(Cc1ccncc1)Cc1cn(C)nc1-c1ccc(Oc2ccccc2)cc1	-4.4%	-8.2
COCCCn1c(SCC(=O)N2CCCCC2C)nnc1-c1ccco1 (centres undefined)	5.1%	.
Cc1cccc(C)c1OCc1nnc(SCC(=O)Nc2ccccc2F)o1	-1.5%	.
O=C(Nc1ccc(F)cc1F)NC1CCN(S(=O)(=O)c2ccc(F)cc2)CC1	-2.1%	.
Cc1cccc(-n2c(C)cc(/C=C3\C(=N)N4N=C(CC(C)C)SC4=NC3=O)c2C)c1	9.0%	-8.7
O=C(N/N=C/c1ccc(Br)cc1)c1ccc(Br)o1	1.4%	3.9
CCOc1ccccc1Cn1c(=O)sc2ccccc21	-0.4%	17.2
O=C(NC(=S)Nc1ccc2c(c1)C(=O)c1ccccc1C2=O)c1ccc(F)cc1	-1.4%	5.9
c1ccc2c(c1)OCC(c1nnc3sc(-c4cnccn4)nn13)O2 (centres undefined)	2.8%	.
O=C(CSCCO)Nc1ccc([N+](=O)[O-])cc1	0.0%	1.5
CN(C[C@H](CC1CCCCC1)N(C[C@H](Cc1ccccc1)N(CCc1ccccc1)N=O)N=O)N=O	-3.9%	.
CN(CCC#N)CC(=O)Nc1ccc(S(N)(=O)=O)cc1	-1.0%	-2.0
CC1Oc2ccccc2N(CC(=O)N(Cc2ccccc2)Cc2ccccn2)C1=O (centres undefined)	2.4%	-5.0
Cc1ccc(S/C(=N\S(=O)(=O)c2ccc(Cl)cc2)c2ccccc2)cc1	-9.2%	-1.2
CSc1nc2ccc(S(=O)(=O)N(C)C)cc2s1	0.0%	-6.5
CCN(c1ccccc1)S(=O)(=O)c1ccc(C(=O)Oc2ccc(C(C)=O)cc2)cc1	0.5%	0.2
Cc1cccc(-c2nnc(-c3cccc(NC(=O)Cc4cccs4)c3)o2)c1	3.6%	.
O=C(O)CC1Oc2ccc(Cl)cc2NC1=O (centres undefined)	-0.7%	7.0
CCc1ccccc1NC(=O)COc1cccc2ccc(C)nc12	-4.6%	-9.4
CC(=O)NC(CC(=O)N(C)Cc1cccc(Cl)c1Cl)c1ccccc1 (centres undefined)	4.3%	-4.5
Cc1ccc(Nc2cc(=O)[nH]c(=O)[nH]2)cc1Cl	-1.3%	-6.7
CCOC(=O)N1CCN(C(=O)C(C)n2nc(C)n3c(cc4sccc43)c2=O)CC1 (centres undefined)	0.9%	.
CCOc1cc(C(=O)NCCOC)ccc1OC	-2.1%	-4.3
CCOC(=O)C(NC(C)=O)(Nc1ccc(F)cc1)C(F)(F)F (centres undefined)	-1.1%	.
COc1cc(/C=N/NC(=O)COc2c(C)cc([N+](=O)[O-])cc2C)ccc1OC(=O)c1ccccc1Br	-3.8%	.
O=C1C2CCCCN2C(=O)N1CCN1CCN(c2ccc([N+](=O)[O-])cc2)CC1 (centres undefined)	0.9%	11.6
O=C(CN1CCc2ccccc2C1)c1cccs1	-1.4%	.
COc1ccc(C2C3=C(Nc4ncnn42)c2ccccc2CC3)cc1OC (centres undefined)	8.0%	6.8
N#Cc1cc2c(nc1SCc1nc3ccccc3[nH]1)CCC2	5.1%	68.5
O=c1cc(CN2CCC3(CC2)OCCO3)c2c(ccc3ccccc32)o1	-7.3%	6.1
ON1C2CCCCC2N(O)C1c1ccccc1F (centres undefined)	0.2%	.
CSc1ccccc1C(=O)Nc1cc(C)ccc1C	-0.1%	-8.0
CN1CCc2c(sc3c2C(=O)NC(/C=C\c2ccccc2)N3)C1 (centres undefined)	-5.9%	-13.3
O=C(CCCN1C(=O)c2ccccc2C1=O)Nc1c(C(=O)C2CC2)oc2ccccc12	1.1%	.
O=C(CCCn1c(=O)c2sccc2n(CC(=O)NCc2ccco2)c1=O)NCc1ccco1	1.4%	.
CC1=NN(C(C#N)c2ccccc2)C(c2ccccc2)C1 (centres undefined)	-5.2%	3.2
NC(=O)c1sc2cc(C(F)(F)F)cnc2c1-c1cccs1	9.6%	-8.8
CC(/C=C/c1ccccc1)=N/NC(=O)Cn1nnc(N)n1	1.7%	-8.7
CCC(C(=O)NC(C)(C)C)N(C(=O)c1ccc(Cl)nc1)C1CCCC1 (centres undefined)	0.0%	7.0
NC1=NS(=O)(=O)NC1c1cccc(Cl)c1 (centres undefined)	3.2%	.
Cc1ccc2c(c1)nnn2C1CCN(C(=O)C2CCCCC2)CC1	1.2%	.

Screening data: PubChem, several laboratories
